# Source: PubChem (National Center for Advancing Translational Sciences (NCATS))
# HT1080-NT tox: kills 2HG-producing HT-1080-NT fibrosarcoma cells; Potency, µM (series often up to 46.1 µM), for inactives: at the top dose activity, negative = less viability, hits mostly cytotoxic; HT-1080-NT fibrosarcoma viability, CellTiter-Glo ATP luminescence, 48 h; hit rate 1.6% among 360,000;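 also: NT is the 2HG producing partner of a matched IDH1 knockdown line; potency is read from the fitted curve at half-maximal effect; 0% = DMSO-treated cells and -100% = media-only wells without cells; nearly all actives have a fitted effect of over 55% in size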
#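 A 48-hour cytotoxicity screen used HT-1080-NT cells plated 2 hours before compound delivery. ATP-based CellTiter-Glo luminescence measured viability, normalized to DMSO and no-cell controls.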
# D3 ag: D3 dopamine receptor (human) agonism. D3R DiscoveRx beta-arrestin cells, luminescence, 90 min. max activation, %. hit rate 0.58% among 410,000. P35462; in the data active = max activation above about 30%; also: 0% is about no effect; mostly tested at two doses, the higher about 12 µM
# Target sequence (P35462 whole entry, looked up): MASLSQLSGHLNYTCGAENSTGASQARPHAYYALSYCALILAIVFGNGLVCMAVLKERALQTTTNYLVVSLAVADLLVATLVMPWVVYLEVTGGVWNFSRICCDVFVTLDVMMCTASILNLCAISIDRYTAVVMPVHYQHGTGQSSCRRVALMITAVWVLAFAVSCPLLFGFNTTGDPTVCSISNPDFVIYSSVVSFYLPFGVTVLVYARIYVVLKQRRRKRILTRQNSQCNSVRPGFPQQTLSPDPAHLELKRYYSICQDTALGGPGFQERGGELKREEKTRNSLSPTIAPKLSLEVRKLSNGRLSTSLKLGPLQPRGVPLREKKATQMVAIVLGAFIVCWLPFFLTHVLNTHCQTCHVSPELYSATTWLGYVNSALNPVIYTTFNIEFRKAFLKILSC
#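 Agonist-mode cell screen: cells plated at 1500/well and incubated overnight at 37 °C, then exposed to library compounds for 90 min at 37 °C. Detection reagent was added for 30–60 min at room temperature, and luminescence was read.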
# KB-3-1 tox: KB-3-1 parental cell cytotoxicity; KB-3-1 viability, CellTiter-Glo ATP luminescence, 72 h; Potency, µM (top dose mostly 46.1 µM), for the others: at the highest dose activity change, negative = cytotoxic, most hits filed as cytotoxic; hit rate 1.4% among 400,000; also: potency is read from the fitted curve at half-maximal effect; % is scaled to controls: 0 for no effect and ±100 for the full control effect; nearly all actives have a fitted effect of over 60% in size
#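 Luminescent ATP read-out (CellTiter-Glo) measures survival of drug-naive KB-3-1 cells after 72 h compound exposure at 37 °C. Titration series was screened from lowest to highest concentration, with DMSO vehicle plates as background controls.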
# GLP-1R agonist: activates the human GLP-1 receptor | hit rate 0.007% among 380,000 | P43220 | Potency, µM (titrated, usually from 45.6 µM), for inactives: at the top dose activation, most hits filed as activators | AID 624172 | HEK293 GLP-1R CRE-luciferase, luminescence, 4-6 h; cells express a hypersensitive GLP-1R form; also: potency is read from the fitted curve at half-maximal effect; % of control where 0% means no effect
# Target sequence (P43220 whole entry, looked up): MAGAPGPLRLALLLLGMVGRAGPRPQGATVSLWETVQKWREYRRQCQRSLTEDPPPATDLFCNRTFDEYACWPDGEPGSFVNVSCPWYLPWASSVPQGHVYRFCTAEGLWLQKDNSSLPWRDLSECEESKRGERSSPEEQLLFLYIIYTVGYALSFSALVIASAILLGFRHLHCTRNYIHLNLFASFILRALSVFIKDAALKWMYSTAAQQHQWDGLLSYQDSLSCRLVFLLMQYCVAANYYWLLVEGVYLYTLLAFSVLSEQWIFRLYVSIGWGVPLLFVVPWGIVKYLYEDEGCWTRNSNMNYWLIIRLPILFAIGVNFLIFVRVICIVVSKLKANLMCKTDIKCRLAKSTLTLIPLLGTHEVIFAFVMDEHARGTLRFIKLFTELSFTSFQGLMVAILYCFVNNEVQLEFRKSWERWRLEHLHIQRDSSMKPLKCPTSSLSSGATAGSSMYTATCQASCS
# KB-V1 MDR tox: KB-V1 MDR subline cytotoxicity; KB-V1 MDR cells viability, CellTiter-Glo, 72 h; Potency, µM (doses to about 46.1 µM), for inactives: top-dose activity change, negative = cytotoxicity, actives largely listed as cytotoxic; hit rate 3.4% among 400,000; AID 1347076; also: potency is read from the fitted curve at half-maximal effect; % is scaled to controls: 0 for no effect and ±100 for the full control effect; nearly all actives have a fitted effect of over 60% in size
#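 Readout: CellTiter-Glo luminescence, 10 min after addition. Cells: KB-V1 MDR subline, 72 h at 37 degrees C with compound. Analysis: corrected, normalized data fitted to concentration-effect curves.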
# DRD3 antagonist: antagonists of human D3 dopamine receptor. P35462. D3R cells, DiscoveRx beta-arrestin luminescence, antagonist mode; hits give low values. max response, negative = inhibition, %. hit rate 2.5% among 360,000. AID 652054; in the data active = max response below about -50%; inconclusive = no clear call, values can overlap the other calls; also: % is scaled to controls: 0 for no effect and ±100 for the full control effect; mostly tested at two doses, the higher about 12 µM
#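 Cells plated overnight at 1500 cells/well, then exposed to library compounds with dopamine controls for 90 minutes at 37 degrees C. DiscoveRx reagent added for 30–60 minutes at room temperature; luminescence read, quantitative HTS format.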
# SW480 rereplic: induces DNA re-replication in SW480 colon adenocarcinoma cells. SW480 DNA re-replication, Hoechst DNA content imaging, 48 h. AID 624297. hit rate 1.8% among 340,000. Potency, µM (highest dose often 46.1 µM), for inactives: at the highest dose re-replication activation, most hits filed as activators; also: potency is read from the fitted curve at half-maximal effect; % of control where 0% means no effect; nearly all actives have a fitted effect of over 55% in size
#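 Image-based read-out: total Hoechst fluorescence of nuclei (405 nm excitation, 500-530 nm emission), with hits raising the fraction of high-intensity nuclei. SW480 colon cells incubated 48 hr with compounds at 37 C.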
# IL-1B inflam inh: blocks inflammasome-driven IL-1 beta release. THP-1 LPS/ATP IL-1B secretion, AlphaLISA, 16 h; hits give low values. hit rate 4.7% among 360,000. activity change, % at 57.5 µM; in the data active = activity change below about -50%; inconclusive = mostly about -30% to -49%; also: % is scaled to controls: 0 for no effect and ±100 for the full control effect
#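 Secreted IL-1B measured by AlphaLISA bead assay after 16 h compound exposure of THP-1 cells; compounds (final up to 57.5 uM) added 1 h before LPS (250 ng/mL) and ATP (1.25 mM) stimulation; lower signal means less secretion.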
# HT1080 IDH1KD tx: HT-1080 IDH1 knockdown cell toxicity (counter line). AID 686971. HT-1080 IDH1 knockdown viability, ATP luminescence, 48 h. Potency, µM (series often up to 46.1 µM), for inactives: top-dose activity, negative = toxicity, hits mostly cytotoxic. hit rate 2% among 360,000;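 also: potency is read from the fitted curve at half-maximal effect; 0% = DMSO wells and -100% = cell-free medium wells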
#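 % activity derives from luminescence (CellTiter-Glo), normalised to DMSO and no-cell wells. HT-1080-IDH1KD cells, 750/well, had 48 h compound exposure at 37 °C.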
# An asterisk follows results filed as active; ? = inconclusive; nt = no result given; & = joins results of further samples; [ ] = dose if it differs, or a comment. Unless noted, calls follow the shape of the dose curve; as a rule, active = well fitted curve in the direction sought with a large enough effect; inconclusive = small, poorly fitted or top-dose-only effect, or another doubt; inactive = no such curve, though single readings can be large; an effect the other way counts as inactive or inconclusive.
SMILES,HT1080-NT tox,D3 ag,KB-3-1 tox,GLP-1R agonist,KB-V1 MDR tox,DRD3 antagonist,SW480 rereplic,IL-1B inflam inh,HT1080 IDH1KD tx
O=C(NCc1ccccc1)c1cc(C2CCCN(C(=O)C3CC3)C2)on1 (configuration not stated),20%,1,0%,12%,3%,34,nt,2,4%
CCc1nc(CN2CCCC(C(=O)c3ccc4c5c(cccc35)CC4)C2)c(C)[nH]1 (configuration not stated),15µM*,-20,-2%,10%,?,-51*,?,-100*,16µM*
CCOc1ccc(-n2ccnc2SCC(=O)NCc2ccc3c(c2)OCO3)cc1,-2%,-2,-6%,7%,?,?,-1%,-3,-11%
O=S(OCCN1CCOCC1)C(c1ccccc1)c1ccccc1 (configuration not stated),-3%,-6,-12%,34%,4%,11,-2%,-11,-7%
CC(C)CN=CC1=C(O)c2ccccc2C1=O,-14%,9,19%,-1%,-18%,3,-11%,-15,-21%
C#CCOCCOCCOCCNc1nc(N2CCN(C(=O)[C@H](CCCCN)n3cc([C@@H](N)C(C)CC)nn3)CC2)nc(N2CCN(C(=O)[C@H](CCCCN)n3cc([C@@H](N)CC(C)C)nn3)CC2)n1 (some centres not stated),9%,0,14%,-2%,-5%,0,1%,-13,-2%
CC(C)(C)c1ccc(C(O)c2ncc(-c3ccc4ccccc4c3)[nH]2)cc1 (configuration not stated),?,-5,0%,-4%,1%,?,nt,-6,?
CN1CCN(S(=O)(=O)c2cccc(C(=O)Nc3sc4c(c3-c3nc5ccccc5[nH]3)CCCC4)c2)CC1,-20%,-7,-7%,1%,1%,0,?,42,-22%
CCCCNC(=O)NCc1cnn(C)c1C,5%,9,12%,0%,16%,19,-4%,16,5%
CC(=O)c1ccc(NC(=O)c2ccc3snnc3c2)cc1,?,-4,-8%,-2%,-15%,-10,-24%,-4,?
CCOc1cc(C2C3=C(CC(C)(C)CC3=O)N(CCCOC)C3=C2C(=O)CC(C)(C)C3)ccc1OC,2%,-3,-2%,4%,2%,-6,-6%,8,-1%
COc1ccc(/C=N/NC(=O)c2ccccc2OC)cc1COc1ccc(C)cc1,-19%,2,1%,-8%,0%,11,-8%,8,-11%
COc1ccc(-c2nc(N)n(C(=O)c3cccs3)n2)cc1,6%,-9,-6%,0%,-4%,2,-3%,12,-6%
NC(=O)C1CCN(c2ccc([N+](=O)[O-])cc2Cl)CC1,4%,-27,0%,3%,-2%,35,-58%[inhibitor][1.84 µM],-25,-8%
COc1nc(N2CCCC2)nc(-n2nnc(C(C)=O)c2C)n1,28%,2,2%,1%,-22%,-15,-4%,-8,?

# Continued; it opens with the 2 that closed the last part.
SMILES,HT1080-NT tox,D3 ag,KB-3-1 tox,GLP-1R agonist,KB-V1 MDR tox,DRD3 antagonist,SW480 rereplic,IL-1B inflam inh,HT1080 IDH1KD tx
NC(=O)C1CCN(c2ccc([N+](=O)[O-])cc2Cl)CC1,4%,-27,0%,3%,-2%,35,-58%[inhibitor][1.84 µM],-25,-8%
COc1nc(N2CCCC2)nc(-n2nnc(C(C)=O)c2C)n1,28%,2,2%,1%,-22%,-15,-4%,-8,?
Oc1ccc(-c2nc3ccc4ccccc4c3c3c2CCC3)cc1O,?,3,?,-11%,?,-4,?,-54*,?
COc1ccc([N+](=O)[O-])cc1NS(=O)(=O)c1ccc(C(=O)N2CCCC2)cc1,1%,-8,-4%,13%,-28%,?,-4%,25,-7%
COC(=O)c1cc(Sc2c(Cl)cccc2Cl)ccn1,-19%,3,-4%,9%,?,0,-16%,32,?
CCCN(CCC)S(=O)(=O)c1nc2nc(C)cc(C)n2n1,1%,-3,6%,-4%,6%,-5,-5%,37,-1%
O=C(O)C1Cc2ccccc2-c2ccccc2C1,9%,-10,0%,0%,11%,-20,3%,2,-1%
CC(C)Cn1c(N)c(C(=O)COC(=O)c2cnccn2)c(=O)n(C)c1=O,5%,13,1%,8%,29%,0,-25%,39,3%
COc1ccc(CC(=O)Nc2ccc(S(=O)(=O)N(C)C3CCN(C)CC3)cc2)cc1,3%[9.24 µM],-21,2%,5%,-15%,-3,-13%,15,-4%
CCOC(=O)c1ccccc1NC(=O)CSc1nnc(COc2ccccc2C)n1C,1%,-11,7%,15%,?,17,3%,-11,-9%
CC(=O)C1(O)C(C)CC2C3CC(F)C4(O)CC(O)CCC4(C)C3CCC21C (configuration not stated),1%,10,2%,2%,-13%,0,-7%,9,-1%
COc1ccc(C(C)=O)cc1COC(=O)CCNS(=O)(=O)c1ccc(C)c(C)c1,5%,5,5%,18%,-1%,0,-5%,-8,11%
COc1ccc(/C=C/C(=O)OCC(=O)Nc2c(C)cccc2C)cc1,-4%,3,13%,1%,25%,-15,19%,-1,0%
Nc1nonc1-n1nnc(C(=O)N/N=C/c2ccco2)c1CSc1ccccc1,14%,-13,21%,-5%,12%,16,-8%,4,9%
CCNC(=O)NC(=O)C(C)OC(=O)CCCSc1nc2ccccc2s1 (configuration not stated),-5%,6,-1%,-4%,24%,8,2%,22,-5%
Cc1ccc(Cn2ccsc2=NC(=O)COC(=O)c2ccc(O)cc2O)cc1,5%,2,-2%,23%,-5%,8,?,-16,0%
CCC(C)Sc1cccc(-c2nc3cc(C)ccn3c2NCc2ccccc2)c1 (configuration not stated),21µM*,77*,-25%,4%,-5%&0%,39,?,-73*,26µM*

# In another format: 5 of the compounds above.
mol	HT1080-NT tox	D3 ag	KB-3-1 tox	GLP-1R agonist	KB-V1 MDR tox	DRD3 antagonist	SW480 rereplic	IL-1B inflam inh	HT1080 IDH1KD tx
O=C(O)C1Cc2ccccc2-c2ccccc2C1	9%	-10	0%	0%	11%	-20	3%	2	-1%
CC(C)Cn1c(N)c(C(=O)COC(=O)c2cnccn2)c(=O)n(C)c1=O	5%	13	1%	8%	29%	0	-25%	39	3%
COc1ccc(CC(=O)Nc2ccc(S(=O)(=O)N(C)C3CCN(C)CC3)cc2)cc1	3%[9.24 µM]	-21	2%	5%	-15%	-3	-13%	15	-4%
CCOC(=O)c1ccccc1NC(=O)CSc1nnc(COc2ccccc2C)n1C	1%	-11	7%	15%	?	17	3%	-11	-9%
CC(=O)C1(O)C(C)CC2C3CC(F)C4(O)CC(O)CCC4(C)C3CCC21C (configuration not stated)	1%	10	2%	2%	-13%	0	-7%	9	-1%

# Later entries
SMILES,HT1080-NT tox,D3 ag,KB-3-1 tox,GLP-1R agonist,KB-V1 MDR tox,DRD3 antagonist,SW480 rereplic,IL-1B inflam inh,HT1080 IDH1KD tx
OCc1nc2ccccc2n1CCCOc1ccc(Br)cc1,-5%,6,?,20%,-17%,?,-1%,-11,-12%
COC(=O)c1cccc(NC(=O)c2ccc3c(c2)C(=O)N(Cc2cccnc2)C3=O)c1C,4%,1,1%,0%,10%,7,1%,7,12%
CC(=O)Nc1cc2c(cc1NC(=O)Cn1nc(-c3ccc4c(c3)OCCO4)ccc1=O)OCCO2,-1%,5,6%,2%,19%,-4,-3%,-10,3%
O=C1CC(N2CCC(O)(c3ccc(Br)cc3)CC2)C(=O)N1c1ccc(Cl)cc1 (configuration not stated),-6%,-7,9%,-2%,?,?,12%,0,-13%
COc1cc(Br)c(C(=O)c2nccc3cc(OC)c(OC)cc23)cc1OC,?,-3,-1%,13%,-5%,3,3%,10,-15%
CN(C(=O)CN1C(=O)/C(=C/c2ccc(F)cc2)SC1=S)C1CCS(=O)(=O)C1 (configuration not stated),-3%,-5,-4%,-1%,-8%,6,?,-2,5%
Cc1ccc2nc(-c3ccccc3)c(CN3CCOCC3)n2c1,16%,9,6%,4%,30%,-4,-13%,0,19%
Cc1csc(Sc2nc3c(c(=O)[nH]c(=O)n3C)n2Cc2ccccc2Cl)n1,-9%,-1,4%,2%,?,14,-10%,-27,-1%
O=C(CSc1nnc(COc2ccccc2)n1Cc1ccco1)Nc1ccc2c(c1)OCCO2,6%,6,6%,-6%,?,10,12%,11,-3%
NC(=O)c1c(NC(=O)c2cccs2)sc2c1CCCCCC2,?,15,-1%,21%,?,-13,2%,-84*,-4%[9.24 µM]
COC(=O)c1cn(Cc2ccc(C(F)(F)F)cc2)cc(F)c1=O,3%,2,-4%,-4%,-4%,2,2%,-3,-1%
CC(C)(Oc1ccc(Cl)cc1)C(=O)NC1CCSC1=O (configuration not stated),2%,-12,0%,-10%,11%,-17,1%,-6,4%
COc1cccc(-c2nc(-c3ccc(C(=O)O)cc3)no2)c1,nt,nt,-4%,-6%,0%,nt,-11%,nt,nt
CCN1CCCC1CN=Cc1c(O)n(-c2ccccc2)c(=O)c2ccccc12 (configuration not stated),-2%,-7,-4%,6%,18%,-19,-2%,4,-3%
CCc1nnc(NC2=NCCC2)s1,10%,-2,21%,-7%,15%,14,-9%[9.22 µM],7,10%
CC1(C)C(=O)OC(c2c(F)c(F)c(F)c(F)c2F)C2(CCCCC2)C1=O (configuration not stated),7%,-1,0%,-11%,-6%,13,-2%,-2,9%

# Just HT1080 IDH1KD tx, IL-1B inflam inh and DRD3 antagonist, for 3 of the compounds above:
molecule	HT1080 IDH1KD tx	IL-1B inflam inh	DRD3 antagonist
NC(=O)c1c(NC(=O)c2cccs2)sc2c1CCCCCC2	-4%[9.24 µM]	-84*	-13
COC(=O)c1cn(Cc2ccc(C(F)(F)F)cc2)cc(F)c1=O	-1%	-3	2
CC(C)(Oc1ccc(Cl)cc1)C(=O)NC1CCSC1=O (configuration not stated)	4%	-6	-17
